# Source: PubChem BioAssay
# TNF necrop inh: TNF-alpha cell death inhibition in Jurkat FADD-/- cells | Jurkat FADD-/- TNF necroptosis rescue, ATP luminescence, 24 h; 0 = TNF only, 100 = no-TNF cells | activation (protection from cell death), % at 10 µM | 0.068% of 220,000 active;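 active = activation, meaning protection from cell death, of at least 50% relative to plate controls; inactive = activation below 50%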;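 note: necroptosis triggered by 40 ng/mL TNF-alpha added together with compound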
# KLK5 inh: blocks human kallikrein 5 protease activity | Q9Y337 | recombinant hK5, fluorogenic AMC substrate cleavage | inhibition, % at 5 µM | 0.59% of 210,000 active | AID 873;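 active = inhibition of 40% or more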;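 note: 0% = enzyme controls without compound and 100% = no-enzyme blanks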
# Target sequence (Q9Y337 67-293 limits assumed): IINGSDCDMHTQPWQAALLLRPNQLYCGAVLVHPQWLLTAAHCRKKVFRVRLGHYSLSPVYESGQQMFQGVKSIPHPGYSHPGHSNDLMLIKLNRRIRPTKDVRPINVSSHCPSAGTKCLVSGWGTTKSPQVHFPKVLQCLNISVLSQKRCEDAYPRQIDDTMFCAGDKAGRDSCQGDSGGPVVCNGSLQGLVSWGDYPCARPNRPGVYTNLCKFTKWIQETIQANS
# Thrombin inh: blocks human thrombin protease activity. AID 1046. 0.26% of 220,000 active. inhibition, % at 5 µM. P00734. alpha-thrombin, Boc-VPR-AMC fluorogenic substrate cleavage;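 active = inhibition at or above 40%; inactive = inhibition below 40%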;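 note: 0% = enzyme with no compound and 100% = wells without enzyme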
#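 System: Human alpha-thrombin protein | Medium: pH 7.5 Tris (50 mM) with NaCl 150 mM, Tween 20 0.05% | Times: Enzyme reaction carried out at room temperature | Detection: AMC fluorescence, 355/460 nm | Evaluation: Percent inhibition scaled between no-compound controls and no-enzyme blanks | Benchmarks: Enzyme without compound as high, wells lacking enzyme as low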
# FXIIa inh: factor XIIa (human) inhibition; P00748; purified FXIIa, Boc-QGR-AMC fluorogenic substrate, 2 h; inhibition, % at 5 µM; 0.3% of 220,000 active; AID 800; in the data active = inhibition above about 40%;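 note: 0% = enzyme with no compound and 100% = blank without enzyme; many of its hits are not listed in these tables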
# KCC2 mod: modulates chloride dependent transport by human KCC2; 2.2% of 190,000 active; B-score of Tl+ flux slope (higher = more flux/activation; lower = inhibition) at 10 µM; Q9H2X9; KCC2 cells, thallium flux FluoZin-2 fluorescence;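 active = thallium flux slope and its plate-corrected score both differing from the plate sample mean at a set confidence after two filtering rounds, in either direction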;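 note: slope of fluorescence scaled to starting intensity during 10 to 20 s after thallium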
# Hck-Nef inh: inhibitors of human Hck kinase activated by Nef; Recombinant Hck-YEEI plus Nef, Z-Lyte FRET kinase assay; 0.68% of 220,000 active; P08631; inhibition, % at 20 µM;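 active = Hck-Nef kinase inhibition above about 50%, limit read from the data; inactive = inhibition below that limit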;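 note: 0% = DMSO with Hck plus Nef and 100% = Hck alone without Nef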
# Target sequence (P08631 whole entry, looked up): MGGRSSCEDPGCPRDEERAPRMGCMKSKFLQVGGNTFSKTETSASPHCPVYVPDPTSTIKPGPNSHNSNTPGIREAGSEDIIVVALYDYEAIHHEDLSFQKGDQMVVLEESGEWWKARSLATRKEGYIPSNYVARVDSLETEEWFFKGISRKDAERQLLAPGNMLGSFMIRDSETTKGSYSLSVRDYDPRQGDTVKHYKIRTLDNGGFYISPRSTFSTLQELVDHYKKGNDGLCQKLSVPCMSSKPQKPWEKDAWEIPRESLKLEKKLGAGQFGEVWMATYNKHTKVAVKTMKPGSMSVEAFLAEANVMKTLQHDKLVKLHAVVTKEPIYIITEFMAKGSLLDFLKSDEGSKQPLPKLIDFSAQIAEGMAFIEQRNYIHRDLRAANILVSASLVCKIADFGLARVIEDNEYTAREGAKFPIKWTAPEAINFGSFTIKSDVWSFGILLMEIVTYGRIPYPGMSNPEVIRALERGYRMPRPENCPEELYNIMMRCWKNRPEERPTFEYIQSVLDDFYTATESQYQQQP
# L929 necroptosis: blocks zVAD induced death of L929 cells; 0.38% of 220,000 active; L929 zVAD necroptosis rescue, ATP luminescence, 24 h; with zVAD 60 µM; viability rescue, % at 10 µM;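 active = activation, scaled between plate controls, above about 75%, limit read from the data; inactive = activation under that limit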;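 note: 0% = zVAD with DMSO and 100% = DMSO alone without zVAD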
# FXIa inh: factor XIa (human) inhibition | P03951 | purified FXIa, Boc-Glu-Ala-Arg-AMC fluorogenic substrate | inhibition, % at 5 µM | 0.14% of 220,000 active;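 active = inhibition of at least 40%; inactive = inhibition below 40%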;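 note: fluorescence of freed AMC excited at 355 nm; 0% = enzyme without compound and 100% = no enzyme blank; many of its hits are not listed in these tables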
# Rad51 HR inh: Rad51 (human) homologous recombination inhibition; hRad51 DNA strand exchange, fluorescence dequenching; AID 1385; inhibition, % at 10 µM; 0.085% of 200,000 active;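 active = inhibition above 40% at the single screening dose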;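 note: 0% = DMSO control wells and 100% = blanks with heterologous ssDNA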
#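 System: human Rad51 nucleoprotein filaments preassembled on unlabelled ssDNA. Reagent: labelled 47-mer dsDNA for strand exchange. Schedule: 30-min compound preincubation and 15-min exchange, both room temperature. Measured by: FRET fluorescence dequenching, excitation 485 nm, emission 520 nm. Read-out: Fluorescence-based percent inhibition, control- and blank-normalised. Benchmarks: plate controls and plate blanks.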
# Starred values were filed as active, the others as inactive; nt = not tested or not shown. A portion of the library; rates above refer to the full screens.
smiles	TNF necrop inh	KLK5 inh	Thrombin inh	FXIIa inh	KCC2 mod	Hck-Nef inh	L929 necroptosis	FXIa inh	Rad51 HR inh
C=CCNC(=O)c1onc(CSc2ccccc2)c1C(=O)O	-0.8	-18	-6	7	0.32	-1	-0.2	0	0
COc1ccc(C2(CNS(=O)(=O)c3ccccc3)CCOCC2)cc1	1.1	-1	-4	7	0.85	8	1.3	-8	-9
COc1ccccc1CNC(=O)CSc1nc2nc(C)cc(C)n2n1	-1.4	25	0	23	0.32	-1	0.1	17	-2
Cc1cccc(C)c1N1CCN(S(=O)(=O)N2CCOCC2)CC1	-0.2	1	-14	-11	-2.1	-18	0.0	-4	-2
COc1ccc(Nc2oc(COc3ccccc3F)nc2C#N)cc1	-1.4	-11	-7	5	nt	0	-0.4	-8	-8
CC1(C2CC(C(F)(F)F)n3nc(C(=O)O)cc3N2)CC1 (stereo not drawn)	0.9	-2	-10	4	-0.17	23	8.3	-2	-2
CCOc1cccc(-c2nnc3sc(-c4cc(OC)c(OC)c(OC)c4)nn23)c1	0.3	-1	2	16	0.41	-11	1.9	14	nt
COc1cccc(C2CC(c3cccs3)=NN2C(=O)CSC2=NN3CCCC(=O)N=C3S2)c1OC (stereo not drawn)	-1.2	-33	-5	9	nt	3	0.1	0	4
Nc1nc(-c2cccs2)c(NC(=O)c2ccccc2)s1	-11	-4	3	12	0.78	2	1.0	-3	-10
O=C(O)CCCC(=O)OCCCCc1cccs1	-1.5	-9	-3	1	-3.9	1	0.0	-8	10
CCNc1ccc(C2(O)C(=O)c3ccccc3C2=O)cc1	0.5	-11	-1	13	0.082	3	0.1	4	4
CCOc1c(Cl)cc(C(=O)Nc2cccc(C(=O)O)c2)cc1Cl	-1.0	4	-6	10	-0.83	23	2.2	0	-5
COc1ccc2c(c1)CCCC21NC(=O)N(CC(=O)NC(=O)NCc2ccccc2)C1=O (stereo not drawn)	-2.1	-18	-1	4	-0.13	1	2.1	-4	3
CCCOC(=O)Nc1cccc(C(C)=O)c1	-0.2	-2	2	11	0.5	7	-0.3	3	4
Cc1c(NC(=O)c2cc(-c3ccc4c(c3)OCO4)on2)c(=O)n(-c2ccccc2)n1C	0.9	-21	-5	-17	-0.062	-1	2.6	5	0
O=C(c1ccco1)N(Cc1ccccc1)c1cccc([N+](=O)[O-])c1	0.0	2	-3	5	nt	17	0.7	-4	0
COCCN(CCOC)S(=O)(=O)c1ccc(C(=O)Nc2nc(C)c(C(C)=O)s2)cc1	-0.3	-4	1	17	0.098	2	-0.2	6	-15
CC1=NN(c2nc(-c3ccc(C#N)cc3)cs2)C(=O)C1	0.2	21	11	7	0.035	22	0.8	2	6
CCOC(=O)N1CCN(C(=O)C2CCN(Cc3ccc(OC)cc3OC)CC2)CC1	3.1	-21	1	17	-0.017	3	0.8	8	5
Cc1ccc(-c2cc(-c3nnc(SCC(=O)N(C)CCC#N)n3N)c3ccccc3n2)cc1	-7.2	0	1	15	-0.88	2	0.3	7	2
COCCNC(=O)Cn1nc(C)c2ccccc2c1=O	1.4	-21	1	14	0.75	-4	1.2	-1	-10
Cc1cnc(C(=O)OCC(=O)NCc2ccc3c(c2)OCO3)cn1	-0.1	-21	-6	5	nt	16	-0.4	-5	-7
O=C(O)C1CCCCC1C(=O)Nc1ccccc1Nc1ccccc1 (stereo not drawn)	0.1	4	-2	10	-1.9	2	0.2	-2	-24
O=C(CSc1nnc(CCCN2C(=O)c3cccc4cccc(c34)C2=O)n1-c1ccccc1)N1CCN(CCO)CC1	0.4	-11	-3	-77	0.05	4	0.1	9	11
Cc1cccc(-n2c(C)cc(C=C3C(=O)c4ccccc4C3=O)c2C)c1	-5.2	3	2	14	-0.55	-2	-0.6	-1	nt
CSc1ccc(/C=N/NC(=O)c2ccc(C)c(C)c2)cc1	-1.6	-9	-3	6	-0.27	1	0.9	-2	nt
Cc1ccc(-n2ncc(C#N)c2/N=C/N2CCCCCC2)cc1	1.7	0	0	7	-0.64	-5	9.0	3	nt
O=C(O)CSc1nnc(-c2ccc3c(c2)OCO3)n1-c1ccccc1	1.5	21	nt	8	0.0067	10	-0.6	17	3
CCc1nnc(NC(=O)CCC(=O)N2CCN(Cc3ccccc3)CC2)s1	0.5	-7	-6	-4	nt	0	1.3	1	5
O=C(Cc1ccccc1)Nc1cccnc1	1.5	1	-6	4	nt	19	2.9	-2	9
CCOc1ccc(C(=O)Nc2c(C(N)=O)oc3ccccc23)cc1	-0.4	-8	1	4	-0.48	13	0.3	-3	3
O=C(O)c1cc([N+](=O)[O-])ccc1NCc1ccccc1Cl	-0.8	nt	41*	20	-4.5*	-6	-0.5	17	nt
CCOC(=O)c1c(C)n(CC(O)CN(CC)CC)c2cc(Br)c(OC)cc12 (stereo not drawn)	5.9	1	-3	11	nt	22	6.3	0	15
Cc1nn(CCC#N)c(C)c1Oc1ccccc1O	0.7	1	0	8	-0.27	29	1.1	-1	nt
Cc1cccc(C)c1NC(=O)C(=O)NCCCN1CCOCC1	1.6	-4	-3	11	0.86	-4	0.5	12	4
Cc1ccsc1/C=C1\CCc2ccccc2C1=O	-13	-1	6	13	-0.024	5	0.0	-1	-4
CCOC(=O)C1C(C(=O)OCC)C1(c1ccccc1)c1ccccc1 (stereo not drawn)	0.0	-21	-6	5	-0.013	5	0.1	-2	4
CCOc1ccc(NC(=O)CC2C(=O)N(c3ccc(OC)cc3)C(=O)N2CCc2cccs2)cc1 (stereo not drawn)	1.0	6	-2	-1	-0.55	-1	0.4	-7	5
CC1CCC(NC(=O)c2cc3c(s2)CS(=O)(=O)C3)CC1 (stereo not drawn)	1.0	-18	1	16	-0.93	-9	0.1	5	1
C/C(CC(=O)NCc1ccco1)=N\NC(=O)Cc1ccccc1	-2.8	6	3	22	0.85	1	-0.3	6	5
CC(/C=N/Nc1nc(N2CCCCC2)nc(N2CCCCC2)n1)=C\c1ccccc1	-2.2	-1	-7	-9	-0.4	-1	-0.1	-14	-5
CCC(C)NS(=O)(=O)c1ccc(NC(=O)C(Sc2ccccc2)c2ccccc2)cc1 (stereo not drawn)	3.3	-1	-2	12	-0.65	1	3.2	6	0
CCOC(=O)C(C)Oc1cccc2c(=O)n(CC(=O)NCCc3ccc(OC)c(OC)c3)ccc12 (stereo not drawn)	0.7	-14	-7	1	0.021	-2	nt	1	0
CC(C)OC(=O)/C(=C\c1ccc2c(c1)c1ccccc1n2C)NC(=O)c1ccccc1	-9.1	-1	-2	5	nt	0	2.2	2	-2
CC(=O)C1C(=O)c2c(cccc2[N+](=O)[O-])C1=Nc1cccc(Cl)c1 (stereo not drawn)	0.7	3	-4	4	-1.2	13	2.5	2	-31
COc1ccc(OC)c(C2C(C(C)=O)=C(O)C(=O)N2CCC(=O)O)c1 (stereo not drawn)	-1.5	-2	2	7	nt	1	0.0	1	-3
COc1ccc(OC)c(N(CC(=O)Nc2cccnc2)S(=O)(=O)c2ccccc2)c1	2.3	-2	0	6	-3.2	-1	0.0	0	-5
O=C(COc1cccc2cccnc12)N1CCc2ccccc21	1.0	-1	-5	2	-1.1	25	35	-2	0
COc1ccc(C(=O)CSc2nnc(-c3cc(C)on3)o2)cc1	6.9	-4	-1	5	-0.32	0	0.8	-1	nt
CCOC(=O)CSc1nnnn1-c1cccc2ccccc12	-0.2	57*	19	3	0.51	6	0.6	14	-7

# Next results follow.
smiles	TNF necrop inh	KLK5 inh	Thrombin inh	FXIIa inh	KCC2 mod	Hck-Nef inh	L929 necroptosis	FXIa inh	Rad51 HR inh
O=C(Nc1ccc2nn(-c3ccccc3)nc2c1)c1ccc2c(c1)OCO2	-1.0	8	-1	11	0.73	17	0.4	9	-4
CCCCSc1nc2ccccc2n1CC(=O)O	-0.7	-6	1	8	-0.38	5	0.2	5	-5
O=C(Nc1nnc(-c2ccco2)o1)C1CCCCC1	0.4	-2	-4	16	-0.026	2	-0.7	6	-6
O=C(CCNc1ccc(F)cc1)c1cc2ccccc2o1	-5.1	-7	-6	-5	0.74	4	1.1	0	0
CC(=O)c1nn(-c2ccccc2)cc1C(=O)c1cccc(Br)c1	0.8	6	6	6	1.4	-2	0.3	-1	11
O=C(c1ccccc1)N1CCN(C2CC(=O)N(CCc3ccccc3)C2=O)CC1 (stereo not drawn)	2.8	-9	0	8	0.00089	1	-0.2	1	-7
Cc1oc(-c2cccs2)nc1CS(=O)CC(=O)NCCCN1CC(C)CC(C)C1 (stereo not drawn)	0.2	1	-5	6	nt	0	1.1	24	-4
CCOc1ccc(C(=O)N2CCN(c3ccccc3)CC2)cc1	-0.1	11	9	16	0.38	0	-0.4	4	-14
Clc1cccc(NC2=NCCC2)c1	-2.2	-25	2	0	-0.039	2	0.0	-11	0
COC(=O)C1=C(C(=O)OC)C(c2ccc(OC)c(OC)c2)c2sc(=O)[nH]c2S1 (stereo not drawn)	-1.1	-4	4	2	-0.15	22	6.8	-5	16
CC1CN(S(=O)(=O)c2cccc(C(=O)NN3CCN(C)CC3)c2)CC(C)O1 (stereo not drawn)	-0.3	15	27	-5	0.13	-1	0.8	-4	-16
CCSC1=NCCN1S(=O)(=O)c1ccc(F)cc1	-0.5	5	-5	10	0.039	18	0.9	0	-2
CNC(=O)Nc1cc(NC(=O)NC)cc(C(F)(F)F)c1	2.3	1	-4	1	0.54	6	0.8	6	5
CCCCN1C=C(C(=O)OC)C(c2ccccc2Cl)C(C(=O)OC)=C1	0.5	-6	-8	0	-0.89	32	1.4	-3	22
O=C(c1cccs1)N1CCN=C1SCc1ccccc1	-0.3	9	-6	1	-0.74	17	-0.3	-6	-3
CSc1ncccc1C(=O)OCc1ccc(C#N)cc1	-2.2	-8	-4	-7	1	3	0.4	-1	7
N/C(=N\OC(=O)Nc1ccccc1)c1ncc(C(F)(F)F)cc1Cl	-1.3	8	-4	13	nt	0	-0.4	-25	-8
Cn1c(/C=C/c2cccc([N+](=O)[O-])c2)nc2ccccc2c1=O	1.7	14	12	10	nt	25	1.8	2	4
COC(=O)c1ccccc1NC(=O)CN(Cc1ccc(Cl)cc1)S(C)(=O)=O	-0.6	-5	-2	1	0.018	-1	-1.2	-7	-8
CC1CCC2(CC1)SCC(=O)N2c1ccc(F)cc1 (stereo not drawn)	2.6	-2	-13	1	1.2	20	0.3	1	nt
O=C(CN1CCCC1)Nc1cc(F)ccc1F	0.3	1	-2	12	-0.058	-3	0.8	-1	8
CCCn1c(SCC(=O)Nc2ccccc2N2CCOCC2)nc2c1c(=O)n(C)c(=O)n2C	-0.5	-3	4	21	-0.076	9	-0.4	9	-4
CCN1CCN(c2cc(C)c3cc(NC(=S)NCCCN4CCc5ccccc5C4)ccc3n2)CC1	-4.9	2	-8	11	-0.5	27	2.2	-1	3
